Apoferritin bind = binds horse apoferritin like a general anesthetic; P02791; apoferritin/1-aminoanthracene competitive binding, fluorescence; Potency, µM (top dose mostly 77.5 µM), for inactives: top-dose activity change, negative = displacement, actives largely listed as inhibitors; hit rate 0.074% among 350,000; AID 485281; also: potency is read from the fitted curve at half-maximal effect; % is scaled to controls: 0 for no effect and ±100 for the full control effect; nearly all actives have a fitted effect of over 20% in size
Target sequence (P02791 2-175 limits assumed): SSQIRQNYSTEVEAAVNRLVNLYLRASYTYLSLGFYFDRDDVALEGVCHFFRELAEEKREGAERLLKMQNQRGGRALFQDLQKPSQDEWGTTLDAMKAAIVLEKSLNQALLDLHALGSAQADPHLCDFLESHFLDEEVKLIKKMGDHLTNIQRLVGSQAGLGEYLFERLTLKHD
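10 uM apoferritin + 50% sat. 1-AMA, PBS; cpd 10 min RT; Ex380/Em535 endpoint; normalized to free probe vs complex; 4-param Hill fit; propofol titration as pos. ctrl.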
APE1 inh = inhibitors of human APE1 endonuclease; P27695; recombinant APE1, TAMRA/BHQ-2 abasic DNA cleavage fluorescence; Potency, µM (doses to about 65.8 µM), inactives show at the highest dose activity change, negative = inhibition, actives largely listed as inhibitors; hit rate 0.35% among 350,000; AID 2517;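 also: potency is read from the fitted curve at half-maximal effect; plate controls were vehicle for no effect and reference inhibitor for full effect; nearly all actives have a fitted effect of over 55% in size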
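Kinetic fluorescence read (525 ex/598 em nm, three reads 60 s apart) of AP-site incision; signal = third minus first read. Enzyme 0.75 nM, dual-labelled THF duplex 50 nM, compound preincubation 15 min RT.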
POLK inh = DNA polymerase kappa (human) inhibition; purified Pol kappa, fluorescent DNA synthesis assay, 10 min; Potency, µM (series often up to 107 µM), without a hit: at the highest dose activity, negative = inhibition, hits mostly inhibitors; hit rate 0.53% among 400,000; AID 588579; also: potency is read from the fitted curve at half-maximal effect; % is scaled to controls: 0 for no effect and ±100 for the full control effect
Target sequence (Q9UBT6 whole entry, looked up): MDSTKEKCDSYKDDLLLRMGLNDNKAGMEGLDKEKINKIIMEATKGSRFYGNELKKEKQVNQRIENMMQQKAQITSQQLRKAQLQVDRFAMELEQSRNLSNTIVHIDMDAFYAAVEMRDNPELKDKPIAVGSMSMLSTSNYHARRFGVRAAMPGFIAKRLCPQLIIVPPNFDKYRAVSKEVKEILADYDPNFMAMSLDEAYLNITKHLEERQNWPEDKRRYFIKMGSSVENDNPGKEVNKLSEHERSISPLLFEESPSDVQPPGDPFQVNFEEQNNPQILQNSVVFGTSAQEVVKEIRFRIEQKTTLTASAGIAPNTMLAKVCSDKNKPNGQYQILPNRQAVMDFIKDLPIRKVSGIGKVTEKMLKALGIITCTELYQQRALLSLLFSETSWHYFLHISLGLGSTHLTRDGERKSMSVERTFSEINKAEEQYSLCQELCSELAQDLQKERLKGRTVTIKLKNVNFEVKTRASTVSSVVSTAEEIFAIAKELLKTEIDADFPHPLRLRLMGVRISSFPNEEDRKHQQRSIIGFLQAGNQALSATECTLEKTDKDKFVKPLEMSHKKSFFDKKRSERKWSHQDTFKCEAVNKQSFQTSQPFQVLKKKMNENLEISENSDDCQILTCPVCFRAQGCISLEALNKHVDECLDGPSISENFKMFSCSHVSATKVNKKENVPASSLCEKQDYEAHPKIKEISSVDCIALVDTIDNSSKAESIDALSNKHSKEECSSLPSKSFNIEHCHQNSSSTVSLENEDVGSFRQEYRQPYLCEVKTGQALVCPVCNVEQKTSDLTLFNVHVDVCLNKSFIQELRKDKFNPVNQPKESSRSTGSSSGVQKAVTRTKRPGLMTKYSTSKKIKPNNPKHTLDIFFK
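First, compounds were pin-transferred onto 10 nM Pol kappa. After 15 min at room temperature, substrate was added to 50 nM final. Fluorescence was then measured kinetically at 0 and 10 min.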
BLM inh = blocks DNA unwinding by human BLM helicase; recombinant BLM DNA unwinding, fluorescence dequenching; Potency, µM (doses to about 56.1 µM), for the others: at the top dose activity change, negative = inhibition, actives largely listed as inhibitors; hit rate 0.2% among 350,000;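 also: potency is read from the fitted curve at half-maximal effect; plate controls were vehicle for no effect and no enzyme for full effect; nearly all actives have a fitted effect of over 35% in size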
LDHA inh = inhibitors of human lactate dehydrogenase A | P00338 | hit rate 0.15% among 480,000 | purified LDHA, NADH/diaphorase-resazurin fluorescence; hits give low values | activity change, % (values are at about 110 or 230 µM) | AID 1347041; in the data active = activity change below about -30%; inconclusive = mostly about -25% to -30%;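 also: plate controls were DMSO wells for no effect and wells without enzyme for full effect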
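Human LDH5 at 2 nM final in Tris HCl pH 7.4 with 0.06 mM NADH and 0.2 mM pyruvate, reacted 5 minutes at room temperature. Remaining NADH coupled via diaphorase/resazurin; resorufin fluorescence read at 0 and 20 minutes, normalized to enzyme-free and DMSO wells.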
POLB inh = DNA polymerase beta (human) inhibition; Pol beta primer extension/strand displacement, fluorescence kinetic; Potency, µM (top dose mostly 114 µM), inactives show at the highest dose activity change, negative = inhibition, most hits filed as inhibitors; hit rate 1.3% among 340,000; AID 485314; also: potency is read from the fitted curve at half-maximal effect; % is scaled to controls: 0 for no effect and ±100 for the full control effect
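Values derive from four-parameter Hill fits of normalized kinetic data: reads at 0 and 10 min following addition of 50 nM substrate to 10 nM Pol beta preincubated 15 min with compound.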
Glioma ERSR ind = ER stress response induction in glioma | U87-MG GRP78 promoter luciferase reporter, 16 h | Potency, µM, without a hit: at the highest dose activation, most hits filed as activators | hit rate 0.02% among 420,000; also: potency is read from the fitted curve at half-maximal effect; series mostly up to about 76 µM; % of control where 0% means no effect; nearly all actives have a fitted effect of over 35% in size
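Stably transfected U87-MG glioma cells carrying a GRP78-based luciferase sensor; 16 h compound incubation. Luminescence end-point read 10 min after Bright-Glo addition at room temperature.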
Pol iota inh = DNA polymerase iota (human) inhibition; Q9UNA4; Pol iota fluorescent replication assay, 10 min; Potency, µM (series often up to 115 µM), for inactives: at the highest dose activity, negative = inhibition, hits mostly inhibitors; hit rate 1% among 390,000; also: potency is read from the fitted curve at half-maximal effect
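Fluorescent replication assay read twice, at 0 min and 10 min after adding 50 nM (final) substrate. Enzyme (10 nM) and compounds were first incubated 15 min at room temperature; enzyme-free buffer wells were negative controls.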
Pol eta inh = DNA polymerase eta (human) inhibition | Q9Y253 | recombinant Pol eta, fluorescent DNA replication assay | Potency, µM (doses to about 114 µM), inactives show at the top dose activity change, negative = inhibition, most hits filed as inhibitors | hit rate 1.2% among 390,000; also: potency is read from the fitted curve at half-maximal effect; % is scaled to controls: 0 for no effect and ±100 for the full control effect
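Fluorescent replication assay: 50 nM final substrate added after a 15 min room-temperature compound preincubation with 10 nM enzyme. Signal taken at 0 min and again at 10 min.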
The depositor's hits bear a star; [ ] = dose if it differs, or a comment. Unless noted, calls follow the shape of the dose curve; as a rule, active = well fitted curve in the direction sought with a large enough effect; inconclusive = small, poorly fitted or top-dose-only effect, or another doubt; inactive = no such curve, though single readings can be large; an effect the other way counts as inactive or inconclusive. These rows are one share of the data (hit frequency here may not be typical).

Cc1ccc(C)c(N=Cc2ccc(-c3ccc([N+](=O)[O-])cc3)o2)c1 was read as Apoferritin bind -16%, APE1 inh -3%, POLK inh -4%, BLM inh -6%, LDHA inh -4, POLB inh 1%, Glioma ERSR ind -5%, Pol iota inh 7% and Pol eta inh -18%.
`CN(Cc1ccccc1)C(=O)c1ccc(NC(=O)C2CCCN(C(=O)OC(C)(C)C)C2)cc1` (centres undefined) gave APE1 inh -13%, POLK inh -4%, LDHA inh 2, Glioma ERSR ind -3%, Pol iota inh -8% and Pol eta inh inconclusive.
Cc1ccccc1NC(=O)Cc1nc(COC(=O)C(C)C)cs1 was read as Apoferritin bind -20%, APE1 inh 10%, POLK inh -14%, BLM inh -3%, LDHA inh -4, POLB inh -1%, Glioma ERSR ind 4%, Pol iota inh 9% and Pol eta inh 6%.
For COCCNS(=O)(=O)c1ccc(-c2ccc(Cl)cc2)cc1 the results were Apoferritin bind -13%, APE1 inh -4%, POLK inh -10%, BLM inh -6%, LDHA inh -5, POLB inh -7%, Glioma ERSR ind -3%, Pol iota inh 85%[activator] and Pol eta inh -5%.
Screening Cc1ccc(CN(C(=O)c2ccccc2C)C2CCS(=O)(=O)C2)o1 (centres undefined) returned Apoferritin bind -3%, APE1 inh 18%, POLK inh -8%, BLM inh -3%, LDHA inh -11, POLB inh -4%, Glioma ERSR ind -5%, Pol iota inh 6% and Pol eta inh -14%.
`CC(C)(C)c1ccc(S(=O)(=O)N2CCCC2C(=O)N2CCOCC2)cc1` (centres undefined) gave Apoferritin bind -7%, APE1 inh 0%, POLK inh -6%, BLM inh -6%, LDHA inh -7, POLB inh 5%, Glioma ERSR ind -2%, Pol iota inh -5% and Pol eta inh -11%.
CCc1ccc2c(CN3CCC(C(=O)OC)CC3)cc(=O)oc2c1 was read as Apoferritin bind 8%, APE1 inh 22%, POLK inh -18%, BLM inh -2%, LDHA inh -7, POLB inh 14%, Glioma ERSR ind -1%, Pol iota inh 20% and Pol eta inh -17%.
Screening CN1C(=O)/C(=C/c2ccco2)SC1=Nc1ccc(N2CCOCC2)cc1 returned Apoferritin bind -2%, APE1 inh -1%, POLK inh -11%, BLM inh -2%, LDHA inh -3, POLB inh 14%, Glioma ERSR ind -1%, Pol iota inh 7% and Pol eta inh 0%.
`CC1CCCN(C(=O)CN2CCC(c3nc4ccc(Cl)cc4[nH]3)CC2)C1` (centres undefined) gave Apoferritin bind 3%, APE1 inh 1%, POLK inh 9%, BLM inh 2%, LDHA inh -2, POLB inh -3%, Glioma ERSR ind 0%, Pol iota inh 43%[activator] and Pol eta inh -12%.
`Cc1cccc(-n2ncc3c(NCCCN4CCCC4=O)ncnc32)c1` gave Apoferritin bind -9%, APE1 inh 3%, POLK inh 0%, BLM inh -2%, LDHA inh 0, POLB inh 20%, Glioma ERSR ind -2%, Pol iota inh 22% and Pol eta inh -8%.
Cc1nc([N+](=O)[O-])c(Br)n1Cc1ccc(Cl)c(Cl)c1 was read as Apoferritin bind inconclusive, APE1 inh -2%, POLK inh 6%, BLM inh -20%, LDHA inh -2, POLB inh 29%, Glioma ERSR ind -14%, Pol iota inh inconclusive and Pol eta inh -13%.
`Cc1cc(C)c(NC(=O)CN2C(=O)C3(SCC(=O)N3c3ccc(F)cc3)c3ccccc32)c(C)c1` (centres undefined) gave Apoferritin bind inconclusive, POLK inh 5%, BLM inh -6%, LDHA inh -9, POLB inh -7%, Glioma ERSR ind -4%, Pol iota inh -11% and Pol eta inh -5%.
For CCOc1ccc(NS(=O)(=O)c2ccc(C(=O)NCC(c3cccs3)N3CCOCC3)cc2)cc1 (centres undefined) the results were APE1 inh -4%, POLK inh -7%, LDHA inh -1, Glioma ERSR ind -1%, Pol iota inh -3% and Pol eta inh -14%.
For COc1cc(C(O)P(=O)(OC(C)C)c2ccc(N(C)C)cc2)cc(OC)c1OC (centres undefined) the results were Apoferritin bind -7%, APE1 inh 1%, POLK inh -6%, BLM inh -1%, LDHA inh -2, POLB inh 9%, Glioma ERSR ind 2%, Pol iota inh 5% and Pol eta inh 5%.
`CCN(CC)S(=O)(=O)c1ccc(C(=O)OCC(=O)NCc2ccco2)cc1` gave Apoferritin bind -13%, APE1 inh inconclusive, POLK inh inconclusive, BLM inh -10%, LDHA inh -1, POLB inh inconclusive, Glioma ERSR ind -1%, Pol iota inh inconclusive and Pol eta inh inconclusive.
`O=c1c2ccccc2nnn1CSc1ccccc1F` gave Apoferritin bind inconclusive, APE1 inh -4%, POLK inh 6%, BLM inh 1%, LDHA inh 1, POLB inh -20%, Glioma ERSR ind -5%, Pol iota inh 18% and Pol eta inh -27%.
Screening Cc1ccc(CC2(O)CC(C)N(C)CC2C)c(C)c1 (centres undefined) returned Apoferritin bind -14%, APE1 inh -7%, POLK inh -23%, BLM inh -1%, LDHA inh 2, POLB inh 19%, Glioma ERSR ind -1%, Pol iota inh 0% and Pol eta inh 2%.
`Nc1nccc(/C=C/c2c(Cl)cccc2Cl)n1` gave Apoferritin bind -2%, APE1 inh inconclusive, POLK inh 4%, BLM inh 6%, LDHA inh -3, POLB inh 15%, Glioma ERSR ind 2%, Pol iota inh 29% and Pol eta inh -22%.
Screening COC(=O)c1c(NC(=O)CSc2n[nH]c(N)n2)sc(C)c1C returned Apoferritin bind -13%, APE1 inh 5%, POLK inh -1%, BLM inh 0%, LDHA inh -4, POLB inh -1%, Glioma ERSR ind -1%, Pol iota inh 0% and Pol eta inh 4%.
For CC(=O)Nc1ccc(C(=O)NCC(=O)OCc2c(F)cccc2Cl)cc1 the results were Apoferritin bind -4%, APE1 inh -1%, POLK inh -8%, BLM inh -2%, LDHA inh -4, POLB inh -11%, Glioma ERSR ind 2%, Pol iota inh 102%[activator] and Pol eta inh -12%.

Sorted by SMILES length (descending): four of the compounds above
Cc1ccc(C)c(N=Cc2ccc(-c3ccc([N+](=O)[O-])cc3)o2)c1 was read as Apoferritin bind -16%, APE1 inh -3%, POLK inh -4%, BLM inh -6%, LDHA inh -4, POLB inh 1%, Glioma ERSR ind -5%, Pol iota inh 7% and Pol eta inh -18%.
`CCN(CC)S(=O)(=O)c1ccc(C(=O)OCC(=O)NCc2ccco2)cc1` gave Apoferritin bind -13%, APE1 inh inconclusive, POLK inh inconclusive, BLM inh -10%, LDHA inh -1, POLB inh inconclusive, Glioma ERSR ind -1%, Pol iota inh inconclusive and Pol eta inh inconclusive.
CCc1ccc2c(CN3CCC(C(=O)OC)CC3)cc(=O)oc2c1 was read as Apoferritin bind 8%, APE1 inh 22%, POLK inh -18%, BLM inh -2%, LDHA inh -7, POLB inh 14%, Glioma ERSR ind -1%, Pol iota inh 20% and Pol eta inh -17%.
`Nc1nccc(/C=C/c2c(Cl)cccc2Cl)n1` gave Apoferritin bind -2%, APE1 inh inconclusive, POLK inh 4%, BLM inh 6%, LDHA inh -3, POLB inh 15%, Glioma ERSR ind 2%, Pol iota inh 29% and Pol eta inh -22%.

Further records follow:
`O=C(/C(=C/O)N=Nc1ccccc1)c1cccs1` gave Apoferritin bind -12%, APE1 inh -8%, POLK inh -13%, BLM inh -3%, LDHA inh -3, POLB inh inconclusive, Glioma ERSR ind -7%, Pol iota inh 16% and Pol eta inh -20%.
For Cc1ccc(CNC(=O)c2nn(C)c3c2CSc2ccc(C)cc2-3)cc1 the results were Apoferritin bind 84%[activator], POLK inh -7%[60.1 µM], BLM inh -9%, LDHA inh -6, POLB inh 0%, Glioma ERSR ind -4%, Pol iota inh 3% and Pol eta inh -2%.
Screening COc1ccc(N=C2C(=O)Nc3ccc(C)c(Br)c32)cc1 returned Apoferritin bind inconclusive, APE1 inh 46%[activator], POLK inh -9%, BLM inh -6%, LDHA inh 21, POLB inh 41%, Glioma ERSR ind -2%, Pol iota inh 10% and Pol eta inh -5%.
O=[N+]([O-])c1ccc2c(c1)C(O)n1nc(-c3ccccc3)nc1S2 (centres undefined) was read as Apoferritin bind -2%, APE1 inh -3%, POLK inh 5%, BLM inh -2%, LDHA inh -16, POLB inh 4%, Glioma ERSR ind 3%, Pol iota inh -7% and Pol eta inh -2%.
For Brc1nc2ncnc(NCc3ccco3)c2[nH]1 the results were POLK inh -6%, LDHA inh -14, Glioma ERSR ind -3% and Pol iota inh -13%.
Cc1onc(-c2c(F)cccc2Cl)c1C(=O)OCc1nnc(-c2ccccc2)o1 was read as APE1 inh 9%, POLK inh 0%, LDHA inh -2, Glioma ERSR ind -6%, Pol iota inh 0% and Pol eta inh -8%.
For Cc1ccc(-n2nc3c(N4CCC(C(=O)NCCc5cccs5)CC4)nnc(C)c3c2C)cc1 the results were Apoferritin bind -18%, APE1 inh 9%, POLK inh -14%, BLM inh -25%, LDHA inh -9, POLB inh inconclusive, Glioma ERSR ind -3%, Pol iota inh inconclusive and Pol eta inh -7%.
For COC(=O)CC1C(C)(C)C2(O)OC34CC2C(=O)[C@@]1(C)C3CC[C@]1(C)C4=CC(=O)OC1c1ccoc1 (some centres undefined) the results were Apoferritin bind -10%, APE1 inh -3%, POLK inh inconclusive, BLM inh 5% and Glioma ERSR ind -1%.
Screening CCOc1ccc(OCC)c(S(=O)(=O)n2ccnc2C)c1 returned Apoferritin bind -1%, APE1 inh 30%, POLK inh -16%, BLM inh -2%, LDHA inh 2, POLB inh 35%, Glioma ERSR ind -2%, Pol iota inh -10% and Pol eta inh 0%.
C=CCSc1nc2sc3c(c2c(=O)n1CC)CCC3 was read as Apoferritin bind -11%, APE1 inh -23%, POLK inh -8%, BLM inh -12%, LDHA inh 2, POLB inh inconclusive, Glioma ERSR ind -5%, Pol iota inh inconclusive and Pol eta inh -5%.

Screening results deposited in PubChem BioAssay by National Center for Advancing Translational Sciences (NCATS).
